Giardia kill = Small Molecules that selectively kill Giardia lamblia: qHTS; Giardia lamblia trophozoite viability; activity change, % at 7.66 µM, hits read low; actives 0.15% (n = 340,000); AID 540267, 2011; in the data active = activity change below about -80%; inconclusive = between about -30% and that limit;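 note: parasites exposed to compound for two days anaerobically before the ATP read; % is set by controls: 0 for no effect and ±100 for the full control effect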
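ATP-content bioluminescence gauges trophozoite survival. Cells (100/well) receive compound and incubate anaerobically for 48 hrs at 37 deg C; detection reagent follows for 15-30 min at room temperature.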
GALK inh = qHTS Assay for Inhibitors of Human Galactokinase (GALK) | P51570 | Purified GALK, Kinase-Glo residual ATP luminescence | Potency, µM (doses to about 57.5 µM), inactives show top-dose activity change, negative = inhibition, actives largely listed as inhibitors | actives 0.007% (n = 270,000); note: potency is the fitted concentration of half-maximal effect; % is set by controls: 0 for no effect and ±100 for the full control effect
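The enzyme phosphorylates galactose (100 uM) using ATP (35 uM); inhibition is detected as higher residual ATP, quantified by bioluminescence after 1 h reaction at room temperature, pH 8.0.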
A-T KAP1 phos = qHTS Assay for Identifying a Potential Treatment of Ataxia-Telangiectasia | […] A-T fibroblasts, KAP-1 phosphorylation AlphaLISA; neocarzinostatin DNA damage 30 min before lysis | Potency, µM (top dose mostly 57.5 µM), without a hit: at the highest dose activation, hits mostly activators | actives 0.19% (n = 320,000) | AID 485349, 2010; note: potency is the fitted concentration of half-maximal effect; % of control where 0% means no effect; nearly all actives have a fitted effect of over 45% in size
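ATM-like activity read as KAP-1 phosphorylation via AlphaLISA donor/acceptor antibody pairs after lysis and 6 hr at 25C. Cells were ATM-null patient fibroblasts ([…], hTERT), dosed 60 min, then exposed to the DSB inducer NCS for 30 min.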
BCR signal inh = qHTS Assay to Find Inhibitors of Chronic Active B-Cell Receptor Signaling; ABC-DLBCL IkBa-CBG/CBR reporter, luminescence ratio, 4 h; Potency, µM (titrated, usually from 46.1 µM), without a hit: at the highest dose ratio change, negative = lower green/red ratio, hits mostly inhibitors; actives 0.05% (n = 340,000); AID 493014, 2011; active = well fitted inhibition curve with a large enough effect in the signal ratio, with a control signal flat, not every such curve was filed as active; inconclusive = small, poorly fitted or top-dose-only effect, or effect the other way, or a change in a side signal; the % refers to the signal ratio;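 note: potency is the fitted concentration of half-maximal effect; plate controls were basal doxycycline-induced cells for no effect and cells given 10 µM MG132 for full effect; MG132 reads +100%, hits lower the ratio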
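TMD8 ABC-DLBCL cells carrying doxycycline-inducible green luciferase fused to IkappaBalpha plus unfused red luciferase were exposed to compounds (up to 46 uM) for 4 hrs at 37C. Activity came from the overlap-corrected green/red luminescence ratio.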
TSHR antagonist = Antagonists of the Thyroid Stimulating Hormone Receptor: HTS campaign. Thyrotropin receptor (Homo sapiens), P16473. TSHR-expressing cells, TSH-stimulated cAMP HTRF, 2 h; active compounds read low. activity change, negative = inhibition, % at 11.5 µM. actives 0.2% (n = 330,000);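 active = activity change below a set negative limit, meaning inhibition stronger than a set level, cut at about -70% in these data; inconclusive = activity change between two set negative limits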; note: % is set by controls: 0 for no effect and ±100 for the full control effect
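Antagonism was scored as loss of TSH-driven cAMP in TSHR cells, stimulated with 4nM TSH (EC80) for 2 hours at 37 deg C and detected by homogeneous HTRF competition immunoassay.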
Tb PFK inh = qHTS Assay to Find Inhibitors of T. brucei phosphofructokinase; T. brucei PFK, ADP-Glo luminescence; Potency, µM (top dose mostly 57.5 µM), without a hit: top-dose activity, negative = inhibition, actives largely listed as inhibitors; actives 0.17% (n = 330,000); AID 485367, 2010;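 note: potency is the fitted concentration of half-maximal effect; 0% = uninhibited 1x PFK enzyme wells and -100% = no-enzyme wells; nearly all actives have a fitted effect of over 60% in size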
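Activity is normalized to no-enzyme wells (full inhibition) and 1.25 nM enzyme wells (no inhibition). Reaction: 0.5 mM F6P, 0.1 mM ATP, 45 min RT, ADP-Glo luminescence; concentration-response curves fitted and classed by quality.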
FBPA coupling cs = qHTS Assay for Inhibitors of Fructose-1,6-bisphosphate Aldolase from Giardia Lamblia: Coupling assay counterscreen; AID 2472, 2010; actives 0.67% (n = 290,000); activity change, negative = inhibition, % at 58.2 µM, hits read low; coupling enzyme system counterscreen, AmpLite Red fluorescence; in the data active = activity change below about -30%; note: % is set by controls: 0 for no effect and ±100 for the full control effect
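Coupling enzymes only (glyceraldehyde-3-phosphate) + compound, at 57.5 uM final, 10 min RT; add substrate/coupling/AmpLite Red mix, 20 min RT; fluorescence ex 525/em 598 nm. Actives flag coupling-system interference.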
MLL CXXC-DNA inh = qHTS Fluorescence Polarization Assay for Inhibitors of MLL CXXC domain - DNA interaction; Histone-lysine N-methyltransferase 2A (Homo sapiens), Q03164; MLL-CXXC / FITC-HOXA9 DNA fluorescence polarization; Potency, µM (series often up to 115 µM), for the others: at the top dose activity change, negative = inhibition, usual class: inhibitors; actives 0.037% (n = 290,000); active = well fitted inhibition curve with a large enough effect in the polarisation, with a control signal flat, not every such curve was filed as active; inconclusive = small, poorly fitted or top-dose-only effect, or effect the other way, or a change in a side signal; inactive = no such curve, though single readings can be large or run the other way; the % refers to the polarisation; note: potency is the fitted concentration of half-maximal effect
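Steps: dispense CXXC domain solution (7 uM) → pin compounds or unlabeled HOX-A9 DNA control → 5 min ambient → add FLSN-HOX-A9 solution (50 nM) → spin → 30 min ambient → fluorescence polarization. Tris pH 7.5/NaCl/DTT/BSA buffer.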
KCNH2 WT inh = qHTS for Inhibitors of KCHN2 3.1: Wildtype qHTS; activity change, % at 1.84 µM; actives 0.37% (n = 340,000); U2OS, BacMam KCNH2, thallium flux FluxOr; active compounds read low;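 active = maximum activity change below -70%; inconclusive = maximum activity change between -70% and -50%; inactive = maximum activity change above -50%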; note: % is set by controls: 0 for no effect and ±100 for the full control effect
Target sequence (Q12809 whole entry, looked up): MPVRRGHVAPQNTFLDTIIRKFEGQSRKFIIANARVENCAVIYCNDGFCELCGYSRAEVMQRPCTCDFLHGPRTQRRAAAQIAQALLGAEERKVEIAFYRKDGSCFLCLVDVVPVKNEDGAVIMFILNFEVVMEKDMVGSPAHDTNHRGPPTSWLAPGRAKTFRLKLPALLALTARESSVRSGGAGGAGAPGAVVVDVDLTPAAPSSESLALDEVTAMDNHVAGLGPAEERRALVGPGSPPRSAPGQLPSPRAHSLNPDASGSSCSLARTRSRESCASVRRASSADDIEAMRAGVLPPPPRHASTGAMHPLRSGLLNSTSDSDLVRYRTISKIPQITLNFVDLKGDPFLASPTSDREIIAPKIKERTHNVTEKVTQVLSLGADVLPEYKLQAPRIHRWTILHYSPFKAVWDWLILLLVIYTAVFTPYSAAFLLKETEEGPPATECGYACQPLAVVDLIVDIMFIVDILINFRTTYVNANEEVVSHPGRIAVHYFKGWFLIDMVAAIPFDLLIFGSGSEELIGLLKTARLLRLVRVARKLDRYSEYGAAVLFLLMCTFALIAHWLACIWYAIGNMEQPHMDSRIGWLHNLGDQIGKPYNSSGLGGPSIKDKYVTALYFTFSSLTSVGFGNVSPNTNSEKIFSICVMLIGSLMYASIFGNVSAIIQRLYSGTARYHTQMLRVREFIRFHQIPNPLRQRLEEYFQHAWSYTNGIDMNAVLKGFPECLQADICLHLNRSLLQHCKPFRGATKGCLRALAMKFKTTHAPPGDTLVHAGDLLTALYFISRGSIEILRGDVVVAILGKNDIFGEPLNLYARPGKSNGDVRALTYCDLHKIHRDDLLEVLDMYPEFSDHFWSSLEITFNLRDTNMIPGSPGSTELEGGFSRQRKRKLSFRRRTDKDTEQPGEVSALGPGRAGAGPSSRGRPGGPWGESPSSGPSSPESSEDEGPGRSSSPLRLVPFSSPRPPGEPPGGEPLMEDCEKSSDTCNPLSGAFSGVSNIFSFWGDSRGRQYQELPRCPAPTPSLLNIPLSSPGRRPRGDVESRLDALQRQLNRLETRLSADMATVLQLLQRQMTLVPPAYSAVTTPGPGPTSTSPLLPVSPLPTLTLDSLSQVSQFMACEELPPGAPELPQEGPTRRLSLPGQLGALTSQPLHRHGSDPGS
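U2OS cells transduced with wild-type KCNH2 virus are loaded with FluxOr dye for 45 min, and thallium flux is measured in kinetic reads before and after stimulation buffer. Rate constants are normalized to DMSO controls.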
TCR activator = Activators of T cell receptors: qHTS campaign. primary human leukocytes, anti-CD3, IL-2 HTRF, 48 h. Potency, µM (highest dose often 9.22 µM), for inactives: at the top dose activation of IL-2 secretion, usual class: activators. 330,000 tested, under 10 active. AID 504894, 2011; note: % of control where 0% means no effect
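1) Mix primary human leukocytes, a-CD3 beads and compound. 2) Incubate 48 hr. 3) Add HTRF IL-2 reagents (a-IL-2-K, a-IL-2-d2).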
* hit, by the source's call; i = inactive; ? = inconclusive; nt = not tested or not shown; [ ] = remark or other dose. Unless noted, calls come from the whole dose curve; as a rule, active = well fitted curve in the direction sought with a large enough effect; inconclusive = small, poorly fitted or top-dose-only effect, or another doubt; inactive = no such curve, though single readings can be large; an effect the other way counts as inactive or inconclusive.

SMILES | Giardia kill | GALK inh | A-T KAP1 phos | BCR signal inh | TSHR antagonist | Tb PFK inh | FBPA coupling cs | MLL CXXC-DNA inh | KCNH2 WT inh | TCR activator
CCn1c2ccccc2c2nnc(SCCN3CCOCC3)nc21 | -2 | -1% | -13% | -3% | -5 | -1% | 2 | 2% | -1 | -2%
Cc1ccc(Nc2nnc(SC(C)C(=O)NCC3CCCO3)s2)cc1 (configuration not stated) | -5 | nt | -2% | -8% | nt | 2% | nt | nt | -19 | -1%
Cc1ccc(SCC(=O)NC2CCCCCC2)cc1 | -5 | -4% | 14% | 3% | -3 | -2% | nt | 6% | 3 | nt
COC(=O)c1ccc(CN2CCCC(CNC(=O)Cc3ccc(OC)cc3)C2)cc1 (configuration not stated) | 4 | -3% | 6% | -13% | -5 | 4% | 0 | -5% | 19 | 6%
COc1ccc(S(=O)(=O)NC(N)=NCCc2ccc(OC)c(OC)c2)cc1 | nt | -2% | 0% | ? | -3 | 1% | -1 | 5% | nt | nt
O=C(CSc1ncnc2sc3c(c12)CCCC3)c1ccccc1 | -1 | 0% | nt | ? | -25 | -5% | 2 | -5% | 1 | -4%[46.1 µM]
N#Cc1c(-c2ccc(F)cc2)ccnc1N1CCOCC1 | 7 | -2% | -3% | 1% | -3 | 3% | 1 | 6% | -3 | -2%
O=C(Nc1ccccc1O)c1ccccc1O | -26 | 4% | -1% | ? | -11 | 1% | 0 | -8% | 2 | 3%
CCOc1ccc(OCCC(=O)OCC(=O)N2CCN(S(=O)(=O)c3ccc(C)cc3)CC2)cc1 | -28 | nt | -9% | ? | 2 | -3% | nt | nt | -7 | 8%
Cc1[nH]n(-c2ccccc2)c(=O)c1C=Nc1ccc2[nH]c(=O)[nH]c2c1 | -11 | 1% | -1% | -5% | -1 | -1% | 1 | -20% | 2 | 4%
CCOCCn1c(CN2CCN(C(=O)c3ccco3)CC2)nc2c1c(=O)n(C)c(=O)n2C | 5 | nt | -10% | 7% | 8 | 1% | -3 | nt | 0 | 3%
COC(=O)c1sccc1NS(=O)(=O)c1ccc(F)cc1F | 1 | 1% | 27% | 0% | -1 | 1% | 4 | -7% | -9 | 7%
Cc1nc2ccccc2n1CC(=O)NN | -4 | 11% | -3% | ? | 3 | 1% | 1 | 13% | -22 | 11%
O=S(=O)(/N=C(/Nc1ccccc1)C(F)(F)F)c1ccccc1 | -14 | -3% | 8% | -8% | 20 | 1% | 0 | 5% | 3 | 8%[46.1 µM]
COCCCn1c(SCc2nc3ccccc3c(=O)[nH]2)nc2ccccc2c1=O | 8 | 2% | 1% | -7% | -7 | -2% | 2 | 2% | 0 | -9%
O=C(NCc1ccco1)c1cc([N+](=O)[O-])ccc1N1CCOCC1 | 0 | 0% | -7% | -5% | -2 | -1% | 2 | -6% | -6 | -6%
CCOC(=O)C1=C(C)NC(=O)NC1c1ccccc1 (configuration not stated) | 26 | nt | -12% | 3% | 5 | -1% | 1 | 5% | -3 | -1%
CC(C)(CNC(=O)c1ccc(Br)o1)CNC(=O)c1ccc(Br)o1 | 3 | 5% | -3% | -2% | -2 | 0% | 0 | 4% | 0 | 7%
CC1CCCCC1NC(=O)c1cccc(N2C(=O)C3C4C=CC(C4)C3C2=O)c1 (configuration not stated) | 3 | -2% | 2% | -9% | -14 | -1% | 1 | 4% | 0 | 2%
CCc1cc2ccccc2nc1SCC(=O)N1CCN(C(=O)c2ccco2)CC1 | -6 | 1% | 2% | -4% | 0 | 2% | 5 | -7% | 0 | 0%
COCCNC(=O)[C@@H]1CCCN1C(=O)C1CCN(S(=O)(=O)c2ccc(C)cc2)CC1 | -7 | 3% | 1% | 2% | -3 | -4% | 4 | 1% | -2 | 10%
CC(C)Oc1ccc(N2CC(C(=O)Nc3ccccc3F)CC2=O)cc1 (configuration not stated) | -11 | -3% | 7% | 7% | 3 | 9% | 2 | 10% | 7 | 3%
C=C(C)n1c(=O)n(Cc2ccc(C)cc2)c2ccccc21 | 10 | 2% | 0% | ? | 1 | 1% | 2 | 12% | -1 | 1%
CC(NS(=O)(=O)c1ccc(Cl)c(Cl)c1)C(=O)Nc1cccnc1 (configuration not stated) | -4 | nt | 15% | 0% | nt | 0% | nt | nt | -9 | -3%
CCCSc1nnc(Cn2c(=O)sc3ccccc32)n1C | -18 | 0% | 2% | 4% | 5 | 18% | -3 | -10% | -7 | -3%[46.1 µM]
CCCC(=O)Nc1cccc(S(=O)(=O)N(C)c2ccccc2)c1 | -8 | -3% | 4% | -4% | -5 | -3% | -1 | 3% | 1 | 1%[46.1 µM]
O=c1c2ccccc2[nH]c2ccc(F)cc12 | 5 | -1% | 24% | 1% | -10 | -5% | -2 | 13% | -15 | -4%
C=CCN(Cc1cc(OC)ccc1OC)S(=O)(=O)N(C)C | -1 | 2% | 35% | ? | 0 | 6% | 0 | 1% | -7 | -9%
Cc1cccc(OCCN2C(=O)C(=O)c3cc(C)ccc32)c1 | -5 | 1% | -5% | ? | -2 | -1% | -1 | 7% | -4 | -2%
Cc1ccc(SCC(=O)Nc2ccc(N3CCOCC3)cc2)c(C)c1 | ? | -1% | -2% | 3% | 10 | -15% | -1 | -4% | 1 | 2%
CC12CC3(C)CC(C)(C1)CC(C(=O)NC(=S)N1CCCC1)(C2)C3 | 27 | -3% | 2% | 17% | 26 | 1% | -1 | 14% | -3 | 1%
COc1ccc(NC(=O)Cn2ncn3c(cc4ccccc43)c2=O)c(OC)c1OC | 11 | 4% | 1% | -9% | -1 | -2% | nt | 3% | -13 | 7%
CCCCN(C(=O)Cc1ccc2c(c1)OCCO2)c1c(N)n(CC(C)C)c(=O)[nH]c1=O | 11 | nt | 2% | 1% | 5 | -3% | nt | nt | 3 | 6%
S=C(NCc1ccc(Cl)c(Cl)c1)Nc1ccc2c(c1)OCO2 | -12 | -4% | 3% | ? | 2 | ? | 2 | 8% | -1 | -5%[46.1 µM]
Cc1cc(C)n2nc(CC#N)c(C#N)c2n1 | 4 | 1% | -4% | ? | 5 | 1% | 0 | 9% | -4 | 7%
O=C(NCCSc1ccccc1)c1cccnc1 | 12 | 0% | 2% | ? | 1 | 1% | 0 | 0% | 3 | -1%
CC(=O)N(C)c1ccc(NC(=O)Nc2ccc(C)c(C)c2)cc1 | 19 | 9% | -1% | 2% | -11 | -3% | 1 | 3% | i | -10%

By substructure: those above containing a halogen (eight)
SMILES | Giardia kill | GALK inh | A-T KAP1 phos | BCR signal inh | TSHR antagonist | Tb PFK inh | FBPA coupling cs | MLL CXXC-DNA inh | KCNH2 WT inh | TCR activator
N#Cc1c(-c2ccc(F)cc2)ccnc1N1CCOCC1 | 7 | -2% | -3% | 1% | -3 | 3% | 1 | 6% | -3 | -2%
COC(=O)c1sccc1NS(=O)(=O)c1ccc(F)cc1F | 1 | 1% | 27% | 0% | -1 | 1% | 4 | -7% | -9 | 7%
O=S(=O)(/N=C(/Nc1ccccc1)C(F)(F)F)c1ccccc1 | -14 | -3% | 8% | -8% | 20 | 1% | 0 | 5% | 3 | 8%[46.1 µM]
CC(C)(CNC(=O)c1ccc(Br)o1)CNC(=O)c1ccc(Br)o1 | 3 | 5% | -3% | -2% | -2 | 0% | 0 | 4% | 0 | 7%
CC(C)Oc1ccc(N2CC(C(=O)Nc3ccccc3F)CC2=O)cc1 (configuration not stated) | -11 | -3% | 7% | 7% | 3 | 9% | 2 | 10% | 7 | 3%
CC(NS(=O)(=O)c1ccc(Cl)c(Cl)c1)C(=O)Nc1cccnc1 (configuration not stated) | -4 | nt | 15% | 0% | nt | 0% | nt | nt | -9 | -3%
O=c1c2ccccc2[nH]c2ccc(F)cc12 | 5 | -1% | 24% | 1% | -10 | -5% | -2 | 13% | -15 | -4%
S=C(NCc1ccc(Cl)c(Cl)c1)Nc1ccc2c(c1)OCO2 | -12 | -4% | 3% | ? | 2 | ? | 2 | 8% | -1 | -5%[46.1 µM]
